All columns: NCI-60 one-dose screen, growth in % after 48 h at 10 µM unless noted; 100 = growth as untreated, 0 = no growth, -100 = all killed.
SK-MEL-28: SK-MEL-28 melanoma; 4.1% of 81,000 active; AID 1794761
HS 578T: HS 578T breast cancer. 4.1% of 78,000 active
MDA-MB-231: MDA-MB-231 breast cancer. 5% of 81,000 active. AID 1794789
BT-549: BT-549 breast cancer | 4.4% of 78,000 active | AID 1794793
MCF7: MCF7 breast cancer; AID 1794796; 6.3% of 82,000 active
T-47D: T-47D breast cancer; 5% of 79,000 active; AID 1794792
MDA-MB-468: MDA-MB-468 breast cancer. 8.5% of 78,000 active. AID 2202374
LOX IMVI: LOX IMVI melanoma; 7.4% of 79,000 active; AID 1794757
Active calls of the source: *; / = no result given; & = joins results of further samples. Rule for the calls: active = growth percent below 10; inactive = the rest. The order is random (roughly 12% active in at least one column).

SMILES | SK-MEL-28 | HS 578T | MDA-MB-231 | BT-549 | MCF7 | T-47D | MDA-MB-468 | LOX IMVI
CC[n+]1c(C)cc(C)c2ccccc21 | 115 | 105 | 106 | 104 | 103 | 105 | 81 | 107
O=C(/C=C(O)/C=C/c1ccc(OC(F)(F)F)cc1)/C=C/c1ccc(OC(F)(F)F)cc1 | 110 | 88 | 88 | 99 | 48 | 91 | 103 | 80
O=C1NC(=O)/C(=C\c2ccc(OCC(=O)N3C(=O)c4ccccc4S3(=O)=O)cc2)S1 | 104 | 120 | 93 | 75 | 101 | 124 | 104 | 59
Cc1cc(C)nc(NS(=O)(=O)c2ccc(NC3Nc4nc5ccccc5nc4S3)cc2)n1 (stereo not drawn) | 99 | 96 | 98 | 91 | 90 | 95 | 100 | 99
CCCCc1nc2c(N)nc3ccccc3c2n1Cc1ccccc1 | 93 | 99 | 83 | 74 | 50 | 72 | 29 | 77
O=C(c1ccc(Cc2n[nH]c(=O)c3cccnc23)cc1)N1CCOCC1 | 108 | 107 | 89 | 98 | 100 | 103 | 101 | 88
CC(C)N(CCCC#N)C(C)C | 95 | 87 | 102 | 112 | 84 | 94 | 104 | 98
C/C(=N\Nc1ccc(S(N)(=O)=O)cc1)c1cc2ccccc2oc1=O | 102 | 90 | 70 | 90 | 81 | 91 | 93 | 92
OCCN1CCSC1=S | 119 | / | 95 | 103 | 98 | 110 | 116 | 110
Cc1nn(-c2ccccc2)c2c1C(=O)[C@@]1(C=N2)CCCC1=O | 100 | 100 | 105 | 85 | 101 | 97 | 105 | 97
O=C1c2nccnc2C(=O)N1CCc1ccccn1 | 110 | 111 | 94 | 101 | 97 | 98 | 130 | 102
Cc1ccc(-c2cc3c(SCC(=O)Nc4cc(C(F)(F)F)ccc4Cl)nccn3n2)cc1 | 85 | 87 | 13 | 81 | 15 | 101 | -19* | -6.5*
CCCCCCCCCCCCCCCCCCOC(=O)CCSCCC(=O)OCCCCCCCCCCCCCCCCCC | 105 | / | 104 | 102 | 99 | 106 | 103 | 102
CC(=O)N1N=C(c2ccc(Cl)cc2)CC1c1cccc(Nc2ccnc3cc(C(F)(F)F)ccc23)c1 (stereo not drawn) | 90 | 87 | 80 | 87 | 58 | 65 | 60 | 71
CC(C)C[C@H](NC(=O)[C@H](Cc1cccc2ccccc12)NS(=O)(=O)c1cccc2cccnc12)B(O)O | / | -19* | -4.9* | -50* | 9.9* | -45* | / | -79*
C=COCCCCOC=C | 107 | 142 | 92 | 93 | 91 | 89 | 102 | 91
Cc1cc(C)n(-c2ccc([N+](=O)[O-])cc2[N+](=O)[O-])n1 | 102 | 99 | 106 | 108 | 97 | 95 | 91 | /
Cc1cc(C)c2c(Cn3cc(CSc4nc5ccccc5o4)nn3)cc(=O)oc2c1 | 104 | 105 | 100 | 101 | 98 | 94 | 107 | 94
COc1ccc(/C=N/NC(=O)c2cnn(CC(O)Cc3ccccc3)c2-n2cccc2)cc1OC1CCCC1 (stereo not drawn) | 119 | 96 | 101 | 96 | 82 | / | 102 | 76
CC1(C)CC(=O)C=C(Nc2ccc(O)cc2)C1 | 103 | 109 | 104 | 96 | 93 | 90 | 101 | 99
COc1ccc2c(c1)c(/C(O)=C1\COC(=O)C1=O)cn2Cc1ccc(F)cc1 | 105 | 109 | 94 | 110 | 107 | 114 | 100 | 100
N#Cc1c(Nc2ccc(Cl)cc2)nn2c(-c3ccc(Cl)cc3)c(-c3nc4ccccc4s3)c(N)nc12 | 106 | 107 | 91 | 107 | 92 | 94 | 104 | 100
COc1ccc(-c2c(C)nc(N)nc2-c2ccc(OC)cc2O)cc1 | 115 | 106 | 108 | 95 | 100 | 84 | 107 | 95
O=C(O)c1cccc(Nc2ccc3nnc(-c4ccncc4)n3n2)c1 | 115 | 110 | 107 | 111 | 97 | 93 | 113 | 96
c1ccc2c([C@@H]3CCC[C@H](c4c[nH]c5ccccc45)c4c3[nH]c3ccccc43)c[nH]c2c1 | 108 | 106 | 97 | 105 | 103 | 96 | 125 | 95

Single entries from the entries so far:
MDA-MB-468 with O=C(/C=C(O)/C=C/c1ccc(OC(F)(F)F)cc1)/C=C/c1ccc(OC(F)(F)F)cc1 : 103
LOX IMVI with O=C(O)c1cccc(Nc2ccc3nnc(-c4ccncc4)n3n2)c1 : 96
HS 578T with CC(C)N(CCCC#N)C(C)C : 87

Profiles, quoted from the list. Values in the order: SK-MEL-28 | HS 578T | MDA-MB-231 | BT-549 | MCF7 | T-47D | MDA-MB-468 | LOX IMVI
Entry for `Cc1cc(C)n(-c2ccc([N+](=O)[O-])cc2[N+](=O)[O-])n1` → 102 | 99 | 106 | 108 | 97 | 95 | 91 | /
Entry for `CC(C)C[C@H](NC(=O)[C@H](Cc1cccc2ccccc12)NS(=O)(=O)c1cccc2cccnc12)B(O)O` → / | -19* | -4.9* | -50* | 9.9* | -45* | / | -79*

Continuation:
SMILES | SK-MEL-28 | HS 578T | MDA-MB-231 | BT-549 | MCF7 | T-47D | MDA-MB-468 | LOX IMVI
O=S(=O)(Nc1cc(Sc2cccc3cccnc23)c(O)c2ccccc12)c1ccc(F)cc1 | -16* | 50 | 20 | 31 | -53* | -40* | -47* | -61*
O=C1OC(c2ccccc2)(c2ccccc2)c2ccccc21 | 101 | 103 | 87 | 106 | 103 | 89 | 99 | 82
CC(=O)Oc1ccc(C(C)(C)C)cc1 | 114 | 109 | 112 | 110 | 105 | 102 | 103 | 107
COC(=O)c1cc(Br)ccc1O | 107 | 117 | 118 | 103 | 99 | 119 | 93 | 95
CCOC(=O)C1(C(=O)OCC)C2C=CC(C2)C1C (stereo not drawn) | 110&108 | 135&108 | 118&115 | 103&137 | 89&103 | 100&100 | / | 102&92
O=C1CC(c2nc3ccccc3s2)CN1Cc1ccccc1 (stereo not drawn) | 98 | 103 | 106 | 110 | 98 | 98 | 98 | 98
Cc1oc2nc[nH]c(=O)c2c1C(=O)/C=C/c1ccc(Cl)cc1 | 39 | 61 | 22 | 20 | 15 | / | 11 | 8.4*
N#Cc1c(-c2cccs2)cc(-c2cnccn2)nc1SCC(=O)Nc1ccccc1 | 102 | 95 | 90 | 99 | 79 | 106 | 91 | 93
N#Cc1c(-c2ccccc2)nc2c(c(-c3ccccc3)nn2-c2ccccc2)c1-c1ccc(O)cc1 | 49 | 16 | 24 | 60 | 15 | 35 | 38 | -48*
CN(C(=O)CCCCC(=O)N(C)c1ccccc1)c1ccccc1 | / | 107 | 101 | / | 66 | 95 | 110 | 102
O=C1CC(c2ccccc2)NN1 (stereo not drawn) | 105 | 142 | 121 | 103 | 99 | 92 | 90 | 104
CC1CCc2c(sc3nc(SCC(=O)c4ccccc4)[nH]c(=O)c23)C1 (stereo not drawn) | 103 | 106 | 102 | 109 | 94 | 105 | 98 | 99
CC(=O)C(C)c1ccccn1 (stereo not drawn) | 109 | 93 | 105 | 105 | 96 | 89 | 112 | 99
COc1ccc(-n2nc(C)c3c(Oc4ccc(NC(=O)Nc5ccc(Cl)c(C(F)(F)F)c5)cc4)ncnc32)cc1 | 103 | 91 | 97 | 113 | 98 | 96 | 103 | 96
CCCCCC(=O)OCC(=O)O[C@@H]1C[C@]2(C(C)C)O[C@@]1(C)[C@@H]1CC[C@@H](C)[C@H]1[C@@H]2OC(=O)/C=C/c1ccccc1 | 101 | -16* | 84 | 13 | 27 | 21 | 70 | 69
O=C(c1ccccc1)c1ccc(O)cc1 | 113 | 104 | 102 | 109 | 108 | 99 | 93 | 99
CCCCn1c(N)c(N(CC)C(=O)c2ccc(Cl)cc2)c(=O)[nH]c1=O | 99 | 71 | 103 | 128 | 99 | 112 | / | 101
N#C/C(=C\c1ccncc1Br)c1nc2ccccc2s1 | 99 | 78 | 94 | 74 | 37 | 81 | / | 75
Cc1cccc(NC=O)c1 | 120 | 122 | 103 | 103 | 110 | 104 | 98 | 93
CCn1c(Cc2ccccc2Nc2c(Cl)cccc2Cl)nnc1SCC(=O)NN1C(=O)/C(=C/c2ccc(OC)cc2)SC1=S | 107 | 98 | 100 | 89 | 97 | 84 | 98 | 99
NCC(=O)OC(c1ccccc1)(c1ccccc1)c1ccccc1 | 108 | 117 | 103 | 101 | 96 | 90 | 97 | 101
O=C(Nc1ccc(Br)cc1)Nc1ccc2nc(NS(=O)(=O)c3ccc4ccccc4c3)sc2c1 | 97 | 92 | 107 | 105 | 83 | / | 99 | /
O=C1C=Cc2nc3ccccc3c(=O)n21 | 107 | 100 | 108 | 91 | 99 | 102 | 95 | 93
O=C(Nc1ccc(F)cc1)c1nscc1NCc1ccc2c(c1)OCO2 | 106 | 106 | 92 | 111 | 89 | 105 | 94 | /
CCOC(=O)c1nn(C2CCCCO2)c2ccc(NC(=O)CSc3nc4ccccc4s3)cc12 (stereo not drawn) | 108 | 84 | 92 | 95 | 95 | 97 | 102 | 97

Two compounds drawn at random from the list so far, as already listed:
SMILES | SK-MEL-28 | HS 578T | MDA-MB-231 | BT-549 | MCF7 | T-47D | MDA-MB-468 | LOX IMVI
O=C1C=Cc2nc3ccccc3c(=O)n21 | 107 | 100 | 108 | 91 | 99 | 102 | 95 | 93
O=C1c2nccnc2C(=O)N1CCc1ccccn1 | 110 | 111 | 94 | 101 | 97 | 98 | 130 | 102

The list goes on.
SMILES | SK-MEL-28 | HS 578T | MDA-MB-231 | BT-549 | MCF7 | T-47D | MDA-MB-468 | LOX IMVI
CCCCCCCCCCCCCCCCNCCC[C@@H](C)[C@H]1CC[C@H]2[C@@H]3[C@H](OCCCN)C[C@@H]4C[C@H](OCCCN)CC[C@]4(C)[C@H]3C[C@H](OCCCN)[C@]12C | -65* | -34* | -98* | -26* | -44* | -21* | -55* | -60*
CCOC(=O)c1cnc2cccc(C(=O)OCC)c2c1-c1ccccc1 | 104 | 92 | 94 | 99 | 92 | 81 | 71 | 97
CN(C)c1ccc(/C=C2\C(=O)Nc3ccc(Cl)cc32)s1 | 96 | 100 | 88 | 98 | 44 | 41 | 76 | 88
O=c1c2c3c(sc2n2cnnc2n1Cc1ccccc1)CCCC3 | 116 | 94 | 97 | 96 | 97 | 38 | / | 98
CCCCCCCCCCCCCCCCCCOc1cccc(CC(=O)OCC[N+](C)(C)C)c1 | 100 | 112 | 89 | 112 | 95 | 90 | / | 71
COc1ccc(-n2nc(C(=O)NCc3ccccc3C)nc2-c2cc(OC)c(OC)c(OC)c2)cc1OC | 108 | 87 | 69 | 90 | 91 | 102 | 76 | 89
COc1cccc(-c2nc3occn3c2-c2ccnc(NCCNS(=O)(=O)c3ccc(F)cc3)n2)c1 | 94 | 102 | 89 | 93 | 81 | 31 | 76 | 76
O=C(CC1Sc2ccccc2NC1=O)NNc1ccc(F)cc1 (stereo not drawn) | 123 | 82 | 85 | 89 | 85 | 66 | 93 | 18
O=C1CSC(=S)N1/N=C/c1ccc2c(c1)OCO2 | 110 | 105 | 88 | 100 | 102 | 104 | 114 | 93
CC(C)OCCOCCO | 110 | 107 | 106 | 108 | 105 | 108 | 116 | 101
COc1ccc(/C=C2\CC/C(=C\c3ccc(OC)cc3)C2=O)cc1 | 95&113 | 102&126 | 94&109 | 106&109 | 101&103 | 96&104 | 96&93 | 100&112
Cc1ccc(C(=O)c2c(N)c(C#N)cn2-c2ccc(Cl)cc2Cl)cc1 | 96 | 83 | 89 | 100 | 91 | 92 | 84 | /
COc1ccc(-c2ccc(/C=N/NC(=O)c3[nH]c4ccc(Br)cc4c3-c3ccccc3)s2)cc1 | 105 | 54 | 59 | 117 | 6.2* | 72 | 77 | 76

Bioassay records as filed in PubChem.
